Glioma ERSR ind = qHTS for Inducers of the Endoplasmic Reticulum Stress Response (ERSR) in Human Glioma: qHTS; Potency, µM, for inactives: top-dose activation, hits mostly activators; U87-MG GRP78 promoter luciferase reporter, 16 h; 420,000 tested, 0.02% active; also: potency is read from the fitted curve at half-maximal effect; series mostly up to about 76 µM; % of control where 0% means no effect; nearly all actives have a fitted effect of over 35% in size
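Stably transfected U87-MG glioma cells carrying a GRP78-based luciferase sensor; 16 h compound incubation. Luminescence end-point read 10 min after Bright-Glo addition at room temperature.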
D2 PAM = HTS Assay for Positive Allosteric Modulators of the Human D2 Dopamine Receptor: Primary Screen for Potentiators | potentiation, % at 10 µM | D(2) dopamine receptor (Homo sapiens), P14416 | HEK293 T-REx D2, calcium flux, EC20 dopamine potentiation | 340,000 tested, 0.34% active;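 active = potentiation over 3 SD above the plate norm, cut at about 30% in these data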; also: 0% is about no effect
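Tetracycline-induced Hek293 Trex D2 cells, force-coupled to calcium, loaded with no-wash calcium dye. Compound added with 180 s kinetic read for agonism, then EC20 dopamine and a further 180 s read for potentiation.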
Vif-APOBEC3G blk = qHTS for Inhibitors of Vif-A3G Interactions: qHTS. 410,000 tested, 0.076% active. DNA dC->dU-editing enzyme APOBEC-3G (Homo sapiens), Q9HC16. HeLa A3G-eYFP + Vif (tagged APOBEC3G with the HIV-1 protein that degrades it), YFP fluorescence, overnight. Potency, µM (series often up to 46.1 µM), for the others: top-dose activity, negative = active, hits mostly inhibitors;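 also: potency is read from the fitted curve at half-maximal effect; % is scaled to controls: 0 for no effect and ±100 for the full control effect; nearly all actives have a fitted effect of over 60% in size; hits raise eYFP signal because A3G escapes Vif-driven loss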
Target sequence (Q9HC16 whole entry, looked up): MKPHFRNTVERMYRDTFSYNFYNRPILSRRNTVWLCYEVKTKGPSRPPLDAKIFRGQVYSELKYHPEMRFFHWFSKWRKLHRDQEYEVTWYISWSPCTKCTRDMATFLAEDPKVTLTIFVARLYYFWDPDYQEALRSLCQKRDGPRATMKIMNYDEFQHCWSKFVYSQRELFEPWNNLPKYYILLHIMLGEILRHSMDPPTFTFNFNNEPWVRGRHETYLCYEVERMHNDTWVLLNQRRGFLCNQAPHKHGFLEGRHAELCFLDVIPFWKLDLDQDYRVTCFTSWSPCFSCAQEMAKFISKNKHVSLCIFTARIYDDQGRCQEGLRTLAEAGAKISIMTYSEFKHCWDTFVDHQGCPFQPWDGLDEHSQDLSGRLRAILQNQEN
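Read-out is eYFP fluorescence (Ex 488/Em 500-530) from Vif-expressing HeLa A3G-eYFP cells; more signal means A3G escaped Vif-mediated degradation. Cells plated overnight, compound pinned in, incubated overnight at 37 deg C.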
D1 potentiator = Potentiators of Human D1 Dopamine Receptor: qHTS. D(1A) dopamine receptor (Homo sapiens), P21728. HEK293 TREx D1 cells, calcium flux, dopamine EC20 potentiation. potentiation, % at 10 µM. 360,000 tested, 0.036% active; in the data active = potentiation above about 30%; also: 0% is about no effect
D1 antagonist = Antagonist of Human D 1 Dopamine Receptor: qHTS | AID 504652, 2011 | D(1A) dopamine receptor (Homo sapiens), P21728 | 360,000 tested, 3.2% active | HEK293 TREx D1 cells, calcium flux, dopamine EC80; active compounds read low | activity change, negative = inhibition, % at 10 µM; in the data active = activity change below about -30%; also: % is scaled to controls: 0 for no effect and ±100 for the full control effect
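Tetracycline-induced HEK293 Trex D1 cells, force-coupled to calcium, dye-loaded; compounds added and read 180 s, then EC80 dopamine added and calcium flux tracked kinetically another 180 s.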
Vif-APOBEC3F blk = qHTS for Inhibitors of Vif-A3F Interactions: qHTS | HeLa A3F-eYFP + Vif (tagged APOBEC3F with the HIV-1 protein that degrades it), YFP fluorescence increase | Potency, µM (series often up to 46.1 µM), for the others: at the top dose activity, negative = active | 390,000 tested, 0.2% active | AID 602313, 2012; also: potency is read from the fitted curve at half-maximal effect; % of control where 0% means no effect; nearly all actives have a fitted effect of over 65% in size
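HeLa cells stably expressing A3F-eYFP plus Vif, plated and incubated overnight at 37 deg C, then exposed to compounds overnight at 37 deg C. Blocked degradation read as raised yellow fluorescence (Ex 488/Em 500-530).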
RXFP1 agonist = qHTS Assay for Agonists of the Relaxin Receptor RXFP1; Relaxin receptor 1 (Homo sapiens), Q9HBX9; HEK293T-RXFP1 cAMP TR-FRET, 30 min; response scale: percent of porcine relaxin response, buffer zero; Potency, µM (highest dose often 57.5 µM), for the others: top-dose activation, usual class: activators; 370,000 tested, 0.3% active; AID 2676, 2010; also: potency is read from the fitted curve at half-maximal effect; % is scaled to controls: 0 for no effect and ±100 for the full control effect; nearly all actives have a fitted effect of over 60% in size; many of its hits are not listed in these tables
Target sequence (Q9HBX9 whole entry, looked up): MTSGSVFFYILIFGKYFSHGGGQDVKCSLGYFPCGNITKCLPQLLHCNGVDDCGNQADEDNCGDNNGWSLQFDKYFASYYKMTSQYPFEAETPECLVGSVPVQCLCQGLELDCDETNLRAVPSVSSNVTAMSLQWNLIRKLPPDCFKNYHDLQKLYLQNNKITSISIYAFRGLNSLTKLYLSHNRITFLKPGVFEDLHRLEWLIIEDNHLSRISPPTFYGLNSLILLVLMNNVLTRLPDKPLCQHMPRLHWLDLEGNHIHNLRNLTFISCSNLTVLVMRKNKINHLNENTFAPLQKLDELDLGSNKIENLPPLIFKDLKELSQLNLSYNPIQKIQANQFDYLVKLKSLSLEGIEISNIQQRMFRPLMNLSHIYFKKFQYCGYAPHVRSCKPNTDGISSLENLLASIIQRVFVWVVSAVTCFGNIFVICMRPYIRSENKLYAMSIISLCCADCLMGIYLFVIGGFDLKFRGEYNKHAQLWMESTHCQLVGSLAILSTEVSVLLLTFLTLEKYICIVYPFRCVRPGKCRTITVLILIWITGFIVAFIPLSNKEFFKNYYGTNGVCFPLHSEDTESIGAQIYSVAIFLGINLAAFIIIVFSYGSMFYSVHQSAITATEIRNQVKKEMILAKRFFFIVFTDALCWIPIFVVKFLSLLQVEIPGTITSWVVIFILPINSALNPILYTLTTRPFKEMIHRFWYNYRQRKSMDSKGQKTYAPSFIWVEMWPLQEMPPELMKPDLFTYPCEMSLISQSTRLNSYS
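cAMP rise read by TR-FRET after 30 min, 37C compound exposure (up to 58 uM) in RXFP1-transfected HEK293 cells with Ro 20174 present. EC50 from Hill-equation fits, with 29 nM porcine relaxin as 100% and buffer as basal.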
D1 ag = Allosteric Agonists of the Human D1 Dopamine Receptor: qHTS; D(1A) dopamine receptor (Homo sapiens), P21728; AID 504660, 2011; HEK293 T-REx D1 cells, calcium flux, agonist mode; 360,000 tested, 1% active; activation, % at 2 µM; in the data active = activation above about 30%; also: 0% is about no effect
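Inducible HEK293 T-REx D1 cells, force-coupled to calcium signalling, were plated at 4000 cells/well with tetracycline and held overnight at 30 C. After no-wash calcium dye loading, compound-evoked calcium rise over 180 s flagged agonists.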
RXFP1 antag = qHTS Assay for Antagonists of the Relaxin Receptor RXFP1; activity change, negative = inhibition, % at 57.5 µM; 350,000 tested, 0.59% active; HEK293-RXFP1, relaxin-stimulated cAMP HTRF, 30 min; active compounds read low; Relaxin receptor 1 (Homo sapiens), Q9HBX9;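 active = activity change of -60% or lower, but not beyond a set lower limit; inconclusive = change between -60% and -40%, or beyond the set limit; inactive = change above -40%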; also: % is scaled to controls: 0 for no effect and ±100 for the full control effect
* = called active by the depositor; ? = inconclusive; . = not tested or not shown. Unless noted, calls follow the shape of the dose curve; as a rule, active = well fitted curve in the direction sought with a large enough effect; inconclusive = small, poorly fitted or top-dose-only effect, or another doubt; inactive = no such curve, though single readings can be large; an effect the other way counts as inactive or inconclusive. The list is partial; rates above refer to the full screens.

Results follow in this order: Glioma ERSR ind	D2 PAM	Vif-APOBEC3G blk	D1 potentiator	D1 antagonist	Vif-APOBEC3F blk	RXFP1 agonist	D1 ag	RXFP1 antag
> CCc1ccccc1NC(=O)Cn1nc(CC)n2c(cc3sccc32)c1=O
 : -3%	-7	2%	-2	2	-8%	18%	0	0
> Cc1cccc(/C=N/n2c(-c3ccccn3)n[nH]c2=S)c1
 : .	.	.	0	7	.	1.2%	2	.
> CC(NC(=O)COc1cccnc1[N+](=O)[O-])c1ccc(Cl)cc1Cl (configuration not stated)
 : -7%	0	-2%	-5	-2	3%	1.1%	5	1
> CC1CCCCC1NC(=O)C1CCCN(S(=O)(=O)c2ccc(-n3cnnn3)cc2)C1 (configuration not stated)
 : 2%	8	-1%	-8	6	11%	0.2%	1	6
> CCOc1ccc(NC(=O)CN(C)C(=O)c2ccc(N3CCCCC3)c([N+](=O)[O-])c2)cc1OCC
 : -1%	-8	-2%	-9	-13	6%	0.3%	3	-10
> Cc1nn(C)cc1CNC(=O)Nc1ccc(Br)cc1Cl
 : -3%	17	1%	-4	-21	5%	-0.1%	1	-7
> CCOCCCNC(=O)C(c1ccccc1)N(Cc1ccc2c(c1)OCO2)C(=O)c1ccc(NC(C)=O)cc1 (configuration not stated)
 : 2%	2	-3%	3	5	-14%	-1.3%	-1	-5
> O=Cc1ccc(OCC(=O)N2CCc3ccccc32)c(Br)c1
 : 3%	-2	-4%	3	-3	-7%	-0.5%	3	-16
> C/C(=N\Nc1nc2ccccc2[nH]1)c1ccc([N+](=O)[O-])cc1
 : 1%	-5	3%	-3	3	8%	-1.6%	3	-7
> Cc1ccc(CC(=O)Nc2cccc(C)n2)cc1
 : 3%	-2	1%	-5	-1	-1%	1.6%	2	3
> CCn1nc(C)c(/C=N/NC(=O)Cc2ccc(Cl)cc2)c1C
 : 9%	-24	1%	-6	-2	-2%	3.5%	5	3
> CCN(CC)CCNc1nc2c(c(=O)[nH]c(=O)n2C)n1CCCc1ccccc1
 : -3%	6	0%	-3	-5	0%	3.1%	3	-8
> O=S(=O)(Nc1ccc(Cc2ccncc2)cc1)c1ccc(Br)cc1
 : -4%	8	2%	-7	-73*	-6%	3.2%	11	5
> Cc1ccc(NC(=O)C(=O)NCc2ccc(/C=N/NC(=O)c3c(C)nc4ccccn34)o2)cc1
 : 1%	-1	1%	-7	6	-6%	0.9%	18	-12
> CCC(=O)Nc1ccc2c(c1)nc(CCNC(=O)c1ccco1)n2C
 : -4%	-4	2%	0	-2	3%	-2.6%	1	-16
> O=C1CC(Nc2ccc(N3CCOCC3)cc2)C(=O)N1CCc1ccccc1 (configuration not stated)
 : 3%	-2	-1%	1	-6	1%	-2.1%	7	-9
> CCN1CCN(Cc2ccc(NC(=O)c3cc(NC(=O)c4nccnc4N)cc(OC)c3)cc2C(F)(F)F)CC1
 : -3%	-4	-16%	-10	-26	-6%	0.8%	3	.
> COc1ccccc1C(=O)Nc1ccnn1C1CCN(Cc2cnc(N(C)C)s2)CC1
 : 4%	-21	-1%	-20	-21	3%	-3.0%	2	-1
> CC(=O)c1c(C)[nH]c(C(=O)NNC(=O)c2ccc(C)cc2)c1C
 : -4%	.	-1%	.	.	0%	.	.	4
> Cc1cccc(N(C)Cc2nnc(-c3cccc(Br)c3)o2)c1
 : -2%	6	2%	0	3	4%	-1.5%	2	-7
> Cc1nc(N/N=C/c2ccc(Br)cc2)cc(N2CCOCC2)n1
 : -8%	.	-12%	0	-11	7%	-0.1%	2	-22
> Cc1ccc(NC(=O)COc2ccccc2[N+](=O)[O-])nc1
 : -7%	-5	0%	5	7	1%	0.7%	1	2
> Brc1ccc2ncnc(NCc3ccco3)c2c1
 : -5%	4	0%	-5	-4	-8%	11%	15	10
> Cc1cccc(NC(=S)NCc2ccc(F)cc2)c1
 : -3%	-6	2%	1	-25	3%	0.9%	16	22
> CNC(=O)CN1C(=O)NC(c2ccccc2)(c2ccccc2)C1=O
 : -2%	-10	-1%	-1	1	?	0.0%	3	6
> COc1cc(CNCCCN2CCOCC2)cc(Cl)c1OCC(=O)NC(C)(C)C
 : -4%	.	0%	-2	-4	6%	-4.3%	6	4
> CC(C)C(C(=O)NC(C)(C)C)N(CCN1CCOCC1)C(=O)CNS(=O)(=O)c1ccccc1 (configuration not stated)
 : -7%	.	-5%	2	7	-1%	1.2%	3	-9
> CCN(Cc1cc2cc(OC)ccc2[nH]c1=O)C(=O)c1ccncc1
 : -5%	4	1%	-3	-7	0%	0.9%	-2	-3
> O=S(=O)(c1cccc2nsnc12)N1CCOCC1
 : -4%	-3	-3%	3	-17	-2%	-1.1%	1	-4
> CCc1ccc(NC(=O)COC(=O)CCC2CCCC2)cc1
 : -2%	6	0%	.	13	1%	-0.4%	3	2
> CCC/C(=C1/c2ccccc2C(=O)N1c1ccccc1)c1ccc2c(c1)OCCO2
 : -4%	8	-31%	5	.	-6%	0.9%	4	.
> O=C(C(=O)N1CCCC1)c1c(-c2ccccc2)[nH]c2ccccc12
 : -3%	9	-1%	9	-1	-1%	-0.5%	-1	4
> CCOC(=O)c1c(C)[nH]c(C(=O)CSc2nnnn2-c2ccccc2)c1C
 : -3%	-2	1%	-6	-15	-13%	5.8%	4	-5
> CCS(=O)(=O)c1ccc(-c2cccc(NC(=O)c3ccc(Br)o3)c2)nn1
 : -4%	-11	-6%	2	2	5%	1.9%	5	-12
> COc1ccc(CNC(=O)CCS(=O)(=O)c2cc3c4c(c2)CCN4C(=O)CC3)cc1OC
 : -2%	-5	3%	4	15	3%	0.8%	1	.
> O=C(c1ccco1)N1CCN(Cc2cccc([N+](=O)[O-])c2)CC1
 : 2%	-14	0%	-6	-6	1%	-0.1%	5	-1
> COc1ccc(NC(=O)N(C)C[C@@H]2Oc3cc(Br)ccc3S(=O)(=O)N([C@H](C)CO)C[C@H]2C)cc1
 : -4%	.	0%	.	.	-9%	.	.	-6
> Cc1ccc(C)c(NC(=S)N2CCC(C(=O)c3ccc(F)cc3)CC2)c1
 : -1%	.	-5%	.	.	-8%	.	.	-1
> COc1cccc(COC(=O)CCNC(=O)c2ccc(Cl)cc2)c1OC
 : -4%	-11	3%	-2	-11	-20%	2.3%	2	-7
> CCc1cccc(-n2c(=O)c3cccnc3n2CC(=O)Nc2ccccc2C(=O)OC)c1
 : 0%	0	-5%	-2	9	-3%	6.6%	4	-9
> Cc1ccc(NC(=O)CCN2CCCCC2)cc1
 : -7%	-9	-1%	4	-4	-16%	0.8%	0	-4
> COC(=O)c1sc(N)c(C(=O)OC)c1COC(=O)CNS(=O)(=O)c1ccc(C)c(C)c1
 : -1%	-1	1%	-4	-15	4%	1.4%	0	.
> Cc1ccc(-n2c(-c3ccco3)nc3nc4ccccc4nc32)cc1
 : -1%	2	-13%	-4	-11	?	1.7%	1	-1
> COc1ccc(C)c2sc(N3CCN(C(=O)c4ccco4)CC3)nc12
 : 0%	12	-1%	2	.	10%	-1.5%	-4	.
> COCC(=O)NCc1nc2cccnc2n1Cc1ccc(F)cc1
 : -4%	-8	0%	-4	4	-10%	0.8%	0	4
> CN1CCN(S(=O)(=O)c2cccc(S(=O)(=O)c3cccc(S(=O)(=O)N4CCN(C)CC4)c3)c2)CC1
 : -3%	0	3%	0	-9	-1%	1.1%	-1	-5
> COC(=O)c1ccc(Cn2cnc3c(cnn3-c3ccc(C)c(C)c3)c2=O)o1
 : -5%	10	0%	-9	8	-10%	1.4%	1	-14
> Cc1ccc2oc(C(=O)N3CCC(O)(c4cccc(C(F)(F)F)c4)CC3)c(C)c2c1
 : 5%	5	-3%	-2	-11	?	-1.7%	2	3
> CCN(CC)c1ccc(O)c(C=Nc2ccc(C)c(C)c2)c1
 : 1%	3	-9%	-16	0	21%	4.0%	0	-1
> O=C(Nc1ccc(NC(=O)c2ccc(Cl)c(S(=O)(=O)N3CCOCC3)c2)cc1)c1ccccc1
 : -3%	-8	-1%	-1	3	5%	-0.2%	9	-5

The results go on:
Results follow in this order: Glioma ERSR ind	D2 PAM	Vif-APOBEC3G blk	D1 potentiator	D1 antagonist	Vif-APOBEC3F blk	RXFP1 agonist	D1 ag	RXFP1 antag
> Cc1nc(-c2ccc(S(=O)(=O)Nc3ccc(C#N)cc3)cc2)co1
 : -3%	17	-1%	-1	-7	7%	-0.4%	6	.
> Cc1ccccc1OCC(=O)NCC1CCCO1 (configuration not stated)
 : -3%	.	2%	5	-3	-1%	0.3%	2	2
> CCCCCCCCCC(=O)NNC(=O)c1c(O)c2ccccc2n(CCC)c1=O
 : -1%	-6	1%	-5	0	7%	-0.5%	1	-3
> O=Cc1c(SCCO)nc2ccccn2c1=O
 : -6%	-10	4%	-3	1	-2%	12%	2	-7
> CCc1nn(C(C)C(=O)NCCc2ccccc2)c(=O)c2cc3occc3n12 (configuration not stated)
 : -1%	-6	-5%	1	11	-24%	0.5%	0	26
> O=C(C1CCCN(Cc2nc(-c3cccs3)no2)C1)N1CCOCC1 (configuration not stated)
 : -3%	-8	3%	-3	-2	-4%	-1.6%	2	2
> CC1(C)Cc2nc3n[nH]c(N)c3cc2CO1
 : -3%	-1	-2%	3	10	-1%	-0.5%	0	9
> COc1ccccc1NC(=O)CNC(=O)Cn1c(C)cc2ccccc2c1=O
 : -3%	-9	3%	-5	-65*	-1%	1.8%	-4	32
> COc1cccc(-n2cnc3c(sc4nc(N5CCOCC5)c5c(c43)CCCC5)c2=O)c1
 : -5%	6	-1%	-1	-10	-8%	2.7%	3	-6
> Cc1ccc(S(N)(=O)=O)cc1NC(=O)C1CC2CCC1C2 (configuration not stated)
 : -3%	13	2%	2	1	-3%	-1.0%	2	-3
> COc1ccccc1OCCn1c(NC(=O)c2ccccc2)nc2ccccc21
 : -1%	-6	-1%	-2	6	0%	16%	1	-7

Screening data from PubChem.
